Statin myotox sup – suppressors of simvastatin-induced myotoxicity in C2C12 myotubes. ATP luminescence, 48 h; scaled: DMSO 0, geranylgeraniol control 100. rescue of ATP level, % at 7.49 µM. hit rate 0.78% among 330,000. AID 602340;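 active means mean ATP rescue above about 67%, or every replicate alone reaching that limit, limit read from the data, passing the limit was not always enough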;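 further: myotubes were challenged with 10 µM simvastatin during compound exposure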
ERAP1 inh – ERAP1 (human) enzyme inhibition. Q9NZ08. recombinant ERAP1, Leu-AMC fluorescence, 60 min. inhibition, % at 10.7 µM. hit rate 0.15% among 340,000;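 active means mean replicate inhibition of at least 30%, or all replicates individually reaching that 30% level; inactive means mean below 30% and not every replicate reaching it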;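 further: 0% = neutral control wells and 100% = L-leucinethiol positive control wells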
SIRT5 inh – inhibitors of human sirtuin-5 desuccinylase. Q9NXA8. Purified SirT5, succinyl-peptide AMC, trypsin-coupled fluorescence. inhibition, % at 15 µM. hit rate 1.1% among 330,000. AID 652115; in the data active means inhibition above about 15%
Target sequence (Q9NXA8 whole entry, looked up): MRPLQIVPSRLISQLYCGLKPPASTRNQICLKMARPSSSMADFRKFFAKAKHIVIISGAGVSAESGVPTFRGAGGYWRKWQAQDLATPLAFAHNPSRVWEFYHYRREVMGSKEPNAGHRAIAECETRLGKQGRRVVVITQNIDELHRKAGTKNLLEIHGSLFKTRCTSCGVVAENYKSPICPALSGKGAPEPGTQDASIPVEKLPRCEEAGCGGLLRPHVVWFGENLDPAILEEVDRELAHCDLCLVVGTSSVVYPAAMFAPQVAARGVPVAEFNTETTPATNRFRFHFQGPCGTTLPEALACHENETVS
PGC1a acetyl inh – modulators of PGC1a acetylation; U2OS PGC1a acetylation, AlphaScreen anti-acetyl-lysine; with virally co-expressed GCN5 acetyltransferase; inhibition, % at 15.6 µM; hit rate 0.17% among 350,000;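 active means every replicate shows inhibition of at least 40%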;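 further: 0% = neutral control wells and 100% = positive control wells; some results beyond the cut were filed as inactive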
LGR2 inh – blocks bursicon-induced cAMP signaling via Drosophila LGR2. HEK293 LGR2, CRE-luciferase, bursicon-stimulated, 4 h. inhibition, % at 9.99 µM. hit rate 0.35% among 380,000. AID 720647;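 active means drop in luminescence signal, shown as inhibition above about 50% in the replicate tests, limit read from the data, passing the limit was not always enough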;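 further: agonist challenge used bursicon conditioned medium at about half maximal strength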
S100A4 MyoIIA – blocks human S100A4 binding to myosin IIA peptide; P26447; S100A4/TAMRA-MyoIIA peptide fluorescence polarization; inhibition, % at 10.7 µM; hit rate 0.14% among 360,000;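 active means mean inhibition of at least 70% across replicates, with every replicate also reaching that level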
Target sequence (P26447 whole entry, looked up): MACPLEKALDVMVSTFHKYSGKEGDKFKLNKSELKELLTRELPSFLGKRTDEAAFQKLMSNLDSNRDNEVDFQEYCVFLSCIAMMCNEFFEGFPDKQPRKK
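Assay system: human S100A4 monomer with TAMRA-labelled myosin IIA peptide / Buffer or medium: Calcium-containing HEPES buffer, pH 7.2 / Reagent: TAMRA-labelled myosin IIA heavy-chain peptide probe, 5 nM / Compound: one dose per compound / Timing: polarization read 5 min after assay mix addition, stable 5–60 min / Benchmarks: neutral control DMSO, positive control TFP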
Cneo AK release – Cryptococcus neoformans lysis via adenylate kinase release. C. neoformans lysis, adenylate kinase release luminescence, 4 h; normalised: neutral wells 0, clomiphene wells 100. AID 651654. lysis activity, % at 15 µM. hit rate 0.2% among 360,000;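 active means mean lysis activity across replicates of at least 80%, whatever share of replicates individually reach that level; inactive means mean lysis activity below 80%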
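Material: C. neoformans cells | Amount: Yeast cell density of 5 × 10^6 cells/mL | Medium: Fresh YPD growth medium | Dosing: Single dose | Times: Static 4 h at 37 °C with compound, 1 h detection | Detection: AK luminescence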
XiGFP reactiv – reactivates the inactive X chromosome in mouse fibroblasts; hit rate 0.055% among 360,000; activation, % at 7.58 µM; XiGFP mouse fibroblasts, % GFP-positive cells imaging, 3 d; cells co-treated with 5-aza-dC sensitizer; scaled so ellipticine positive control = 100%; AID 743238;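 active means mean normalized replicate activation at least 10% and every replicate at or above 10%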;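 further: 0% = median of on-plate neutral control wells and 100% = ellipticine 6 µM median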
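assay system = SV40-immortalized XiGFP fibroblast cells, line 68-5-11 | buffer or medium = DMEM plus 5-aza-dC sensitizer | doses = single-point pinned compound dosing | times = 3-day compound exposure, then 15 min fixation at room temperature | benchmarks = positive control ellipticine, 6 µM final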
Starred values were filed as active, the others as inactive; nt = not tested or not shown.

canonical_smiles,Statin myotox sup,ERAP1 inh,SIRT5 inh,PGC1a acetyl inh,LGR2 inh,S100A4 MyoIIA,Cneo AK release,XiGFP reactiv
O=C(N[C@@H]1CC[C@H](CCNS(=O)(=O)c2ccc(F)cc2)O[C@@H]1CO)c1cccnc1,-3.6,0.5,-1.4,3.9,-1.2,-1.0,-2.0,0.0
CCCNC(=O)C1(C)CCN(C(=O)c2cc(C)nn2C(C)(C)C)C1 (configuration not stated),-0.3,-2.3,nt,2.1,15.1,-2.9,0.1,0.3
Cc1cc(C)c2c(C)[nH]nc2n1,nt,3.5,-4.1,5.7,-2.5,-2.8,1.0,0.0
Cc1ccc(NNC(=O)CCc2ccccc2)c(C)c1,12.9,5.7,-1.2,-20.8,9.6,-5.4,-3.0,0.0
CCCN1C[C@@H](C)[C@@H](OC)CN(C)C(=O)c2ccc(NC(=O)COC)cc2OC[C@@H]1C,2.9,-1.1,1.9,nt,5.2,4.0,2.0,-0.4
COc1cccc(NC2c3ccccc3C(=O)N2Cc2ccco2)c1 (configuration not stated),-14.1,1.8,-1.8,9.5,-5.8,-8.9,-0.7,-0.1
Cc1cccn2c(=O)c(C(=O)NCCCN3CCCCC3C)c(O)nc12 (configuration not stated),2.1,-7.1,-0.9,6.8,-5.8,3.0,2.0,0.0
CCC(C)N(C(=O)COC(=O)CN=C1NS(=O)(=O)c2ccccc21)C1CCS(=O)(=O)C1 (configuration not stated),-6.0,0.9,-1.5,-5.0,-6.3,-0.8,-0.3,0.0
CC(=O)c1nn(-c2ccc(C)cc2)cc1C(=O)c1cccc(Br)c1,-5.7,nt,1.7,-2.2,-13.6,-0.6,-1.4,0.1
CC1(C)CC(=O)N(CC(=O)N2CCN(c3ncccn3)CC2)c2ccccc2S1(=O)=O,-8.7,0.3,nt,-6.6,-11.5,-4.3,-1.4,0.0
CC(C)Nc1c(N)c(=O)oc2ccccc12,5.1,nt,nt,-10.0,2.2,nt,2.9,nt
CCOc1ccc(C(=O)NC2CCN(C(=O)N3CCCC3)CC2)cc1,-9.3,nt,nt,-1.2,11.7,nt,0.7,nt
Cc1nnsc1C(=O)Nc1ccc(S(=O)(=O)N2CCC(C)CC2)cc1,-13.8,-2.6,-5.4,-6.2,-1.4,-5.5,1.2,0.0
CC(=O)N1CCN(S(=O)(=O)c2cccc(C(=O)Nc3ccccc3N3CCCC3)c2)CC1,8.2,1.6,2.4,nt,-1.8,-15.8,-2.5,0.1
N#C[C@@H]1[C@H](c2ccccc2)[C@H](CO)N1C(=O)CN1CCOCC1,4.7,-1.4,-1.0,-0.6,-18.9,1.7,-0.8,0.1
O=[N+]([O-])c1ccc(N2CCCCC2)cc1SCCO,nt,-3.5,11.1,-7.5,-3.2,5.9,nt,0.4
Cc1ccc(S/C(=N\S(=O)(=O)c2ccc(Cl)cc2)c2ccccc2)cc1,7.0,nt,nt,9.8,-5.9,nt,1.1,nt
O=c1cc([O-])[n+]2c3n1CCCN3CCC2,nt,nt,nt,-1.6,23.3,nt,-1.2,-0.2
CC1=CC(=O)CC(C)(C)C1(O)/C=C/C(C)=C/C(=O)O (configuration not stated),7.8,3.1,-0.9,0.9,-13.0,-1.6,13.6,nt
O=C(C[C@@H]1CC[C@H](NC(=O)c2ccc(F)cc2)[C@@H](CO)O1)NCCc1ccccc1,-12.4,0.4,-1.1,-5.3,-5.8,7.0,-1.6,0.3
C[C@H]1CN([C@@H](C)CO)C(=O)c2cccc(NC(=O)c3cnccn3)c2O[C@H]1CN(C)S(=O)(=O)c1ccc(F)cc1,-40.7,-3.7,3.7,-0.1,1.0,-1.2,nt,-0.4
COc1ccc(S(=O)(=O)N(C)C[C@@H]2OCCCC[C@H](C)Oc3ccc(NS(C)(=O)=O)cc3C(=O)N([C@H](C)CO)C[C@H]2C)cc1,nt,0.6,-6.2,-7.6,0.5,-11.8,-4.0,0.0
Cc1[nH]c2ccccc2c1C(=O)C(C)OC(=O)C1CCC1 (configuration not stated),nt,-8.5,2.0,nt,6.4,-0.5,nt,0.9
CC1CCN(S(=O)(=O)c2ccc(C(=O)NC3CCS(=O)(=O)C3)cc2)CC1 (configuration not stated),nt,5.9,0.8,nt,-12.3,1.3,nt,-0.1
O=C(O)c1nn(CC(=O)N(C2CCCCC2)C2CCCCC2)c(=O)c2ccccc12,nt,-4.6,-4.6,4.1,10.5,0.1,nt,0.3
Cc1ccc(S(=O)(=O)NC(=O)COc2ccc([N+](=O)[O-])cc2)cc1,-7.5,-2.9,2.3,-0.2,3.0,5.5,-1.0,-0.1
Fc1ccc(-c2[nH]ncc2CN(CC2CCC2)CC2CCCO2)c(F)c1 (configuration not stated),5.0,1.8,-2.5,0.8,11.3,-4.0,0.7,0.0
CC(=O)c1cccc(NC(=O)Nc2ccccc2)c1,-1.0,-6.4,-1.3,1.7,-21.2,-1.5,-3.0,0.0
COc1ccccc1C/C(N)=N/OC(=O)c1cccc([N+](=O)[O-])c1C,nt,3.1,-2.4,nt,-8.9,4.7,nt,1.7
C[C@@H]1CN([C@H](C)CO)C(=O)CCCn2cc(nn2)CO[C@@H]1CN(C)C(=O)Nc1cccc(F)c1,11.2,nt,nt,6.5,8.4,nt,nt,0.0
O=C(Nc1cccc(S(=O)(=O)N2CCOCC2)c1)c1cnccn1,3.9,4.5,-4.1,-3.8,-9.3,3.8,0.3,0.0
Cn1cc(S(=O)(=O)NC2CCCC2)c(=O)n(C)c1=O,-6.7,-6.0,1.0,nt,-3.7,4.9,-0.7,0.1
CCS(=O)(=O)N1CCN(c2ccc([N+](=O)[O-])c(NCC3CCCO3)c2)CC1 (configuration not stated),nt,3.2,-1.9,4.3,-13.1,1.8,nt,0.0
Cc1ccc2nc(SCC(=O)Nc3ccc(Br)cc3)nc(=O)n2c1,9.2,0.4,-1.9,-3.3,-7.2,-3.3,-0.4,0.0
Cc1noc(C)c1NC(=O)N(C)C[C@@H]1OCCCC[C@@H](C)Oc2ccc(NS(=O)(=O)c3c(C)noc3C)cc2C(=O)N([C@H](C)CO)C[C@@H]1C,26.0,-1.4,-3.0,9.1,-9.1,7.3,-3.7,-0.3
COc1ccc(COC(=O)CCNC(=O)c2ccc(Cl)cc2)cc1,5.6,3.9,-3.4,-9.0,3.9,-0.1,-0.3,0.0
Cn1c2ccccc2c2ncn(CCC3=CCCCC3)c(=O)c21,-5.9,2.6,-3.3,nt,-67.7,2.5,-0.7,nt
Cc1ccc(S(=O)(=O)N(C)CC(=O)Nc2ncccc2C)cc1,-1.9,-0.3,-2.6,nt,8.8,-2.3,-0.6,-0.6
CCCCCCCn1c(=O)c(C(=O)OC)c(N)c2ccccc21,nt,nt,-6.6,0.0,11.1,-5.5,-2.6,0.0
CC(CNC(=O)Cn1ccc(NC(=O)OCc2ccccc2)nc1=O)c1ccccc1 (configuration not stated),-6.3,1.9,-3.5,nt,11.7,-4.3,1.3,0.0
COc1ccc(/C=N/Nc2cc(N3CCOCC3)ncn2)c(OC)c1,-10.5,-0.6,-3.8,nt,5.5,0.1,2.3,0.1
O=[N+]([O-])c1cc(S(=O)(=O)N2CCOCC2)ccc1NS(=O)(=O)c1ccccc1,-2.5,1.3,-1.1,6.5,12.9,0.3,0.7,0.1
O=C(Nc1cccc(NC(=O)c2ccc(Cl)cc2)n1)c1ccc(Cl)cc1,-5.6,2.5,-1.0,0.9,4.3,-13.9,1.3,0.4
COc1ccc2c3c([nH]c2c1)[C@H](CO)N(Cc1ccccc1OC)CC31CN(S(=O)(=O)c2ccccc2)C1,nt,1.2,-2.8,nt,-4.0,-22.3,nt,0.4
CCc1ccc(CN2C(=O)c3ccccc3C2C(=O)NCc2cccnc2)cc1 (configuration not stated),1.9,nt,-8.0,-3.4,5.4,-3.6,3.5,-0.1

Reprinted from the part before: two entries, followed by the next part.
canonical_smiles,Statin myotox sup,ERAP1 inh,SIRT5 inh,PGC1a acetyl inh,LGR2 inh,S100A4 MyoIIA,Cneo AK release,XiGFP reactiv
COc1ccc2c3c([nH]c2c1)[C@H](CO)N(Cc1ccccc1OC)CC31CN(S(=O)(=O)c2ccccc2)C1,nt,1.2,-2.8,nt,-4.0,-22.3,nt,0.4
CCc1ccc(CN2C(=O)c3ccccc3C2C(=O)NCc2cccnc2)cc1 (configuration not stated),1.9,nt,-8.0,-3.4,5.4,-3.6,3.5,-0.1
COC(=O)c1c(C)[nH]c(C(=O)NCCc2ccc(S(N)(=O)=O)cc2)c1C,15.0,0.7,-3.7,nt,8.7,-3.3,-4.4,0.2
C[C@H](CO)N1C[C@H](C)[C@@H](CN(C)S(=O)(=O)c2ccccc2)Oc2ccc(N(C)C)cc2CC1=O,-5.8,0.7,-3.9,4.7,3.0,0.9,3.9,-1.1
COc1cccc(CC(=S)N2CCOCC2)c1,nt,-3.0,1.3,-10.1,-8.1,-0.1,3.6,0.0
CN1CCc2cc(O)c(O)cc2C(c2ccccc2)C1 (configuration not stated),2.4,-4.0,-2.8,10.0,4.2,0.6,-3.3,0.9
Clc1ccc(C2CC(c3cccs3)n3ncnc3N2)cc1 (configuration not stated),nt,-3.5,-2.1,-2.4,11.2,-0.6,1.0,-0.1
Cc1cc(OCC(=O)OCC(=O)c2c(N)n(C)c(=O)n(C)c2=O)ccc1Cl,-10.0,-6.3,2.2,2.4,1.0,-1.8,-1.7,-0.1
O=C(N[C@H]1CC[C@@H](CCNS(=O)(=O)c2ccc(F)cc2)O[C@H]1CO)C1CCCC1,-0.8,-0.6,-0.4,4.4,-9.4,0.9,1.1,0.1
Cc1nn2c(N3CCN(C4CCCC4)CC3)cc(C(C)(C)C)nc2c1-c1ccccc1,-21.6,nt,nt,16.2,2.6,nt,2.0,nt
CCOC(=O)c1cnn(-c2ccc(F)cc2)c1N,nt,-1.4,-3.1,nt,-0.1,-19.7,nt,0.0
COc1ccccc1C(CNC(=O)CN1C(=O)NC(C)(c2ccc3ccccc3c2)C1=O)N1CCCC1 (configuration not stated),-6.9,-3.6,-2.1,nt,-6.9,-4.5,0.9,0.4
COc1ccccc1N1C(=O)[C@@H]2C(C(=O)CN3C(=O)c4ccccc4C3=O)=NN[C@@H]2C1=O,nt,0.6,-3.7,0.7,-4.3,-4.8,-0.1,0.9
Cc1cc(C(F)(F)F)nc(NNc2nc(C)cc(C(F)(F)F)n2)n1,nt,-1.6,3.5,nt,2.8,3.5,2.0,0.1
O=C(C[C@H]1CC[C@H]2[C@@H](COC[C@@H](O)CN2Cc2cccc(F)c2)O1)NCCc1ccncc1,-4.5,0.2,-2.6,8.1,6.5,8.4,0.2,0.3
CCN(c1ccccc1)S(=O)(=O)c1cc2c(cc1C)n(C)c(=O)c(=O)n2C,-1.9,-0.4,-7.2,4.1,-14.8,-1.1,-2.5,0.2
Cc1ccc(C)c(NC(=O)C2CCCC2)c1,nt,-2.6,-2.1,nt,-10.0,-0.9,nt,-0.2
O=C(Cn1nnc2ccccc21)OCC(=O)c1ccc(Cl)cc1,nt,2.1,-5.2,nt,10.6,4.0,nt,0.3
COC(=O)Cn1cnc2c(Cl)nc(F)nc21,8.2,nt,-2.7,-12.0,-43.8,5.1,-3.0,0.0

A portion of the library; count on the stated rates, not on these rows.
